IL2 activator – activates IL-2 in a cell-based reporter assay. IL-2 activation reporter assay, cell-based qHTS; stimulated with anti-CD3/CD4/CD28 beads; in transgenic mouse T cells. activation, % (series mostly up to about 46 µM). 360,000 tested, 0.065% active; in the data active = activation above about 50%; inconclusive = mostly about 30% to 49%; also: 0% is about no effect
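Unstimulated transgenic mouse T cells; 60-min compound exposure; bead-based TCR/CD4/CD28 stimulation; 18 h culture, 37 degrees C; dual fluorescence (EGFP, DsRed) plate cytometry.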
A549 tox – counter-screen for Nrf2 inhibitors: cytotoxicity in A549 cells; A549 ARE-Fluc cells, CellTiter-Fluor viability, 18-24 h; Potency, µM (series often up to 46 µM), without a hit: at the highest dose activity change, negative = cytotoxicity, hits mostly inhibitors; 390,000 tested, 0.16% active; also: potency is read from the fitted curve at half-maximal effect; % is scaled to controls: 0 for no effect and ±100 for the full control effect
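A549 ARE-Fluc cells in 5% FBS OPTI-MEM, 5000 cells/well, rested 2 h then exposed to compounds in concentration-response for 18-24 h at 37 °C. Viability by CellTiter-Fluor fluorescence (Ex 405/Em 525) after 30 min; luciferase luminescence (BugLite, 15 min, RT) read afterwards.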
Nrf2 ARE act – Nrf2 pathway activation. AREc32 ARE-luciferase reporter (MCF7-derived line), luminescence, 24 h. Potency, µM (highest dose often 46.1 µM), for the others: at the top dose activation, hits mostly activators. 410,000 tested, 0.31% active. AID 624171; also: potency is read from the fitted curve at half-maximal effect; % of control where 0% means no effect; nearly all actives have a fitted effect of over 65% in size
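Quantitative high-throughput format: AREc32 reporter cells, 1000 per well, received compound by pin transfer and were incubated 24 hr at 37 deg C, 5% CO2, before Steady-Glo luminescence detection.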
EPAC2 agonist – activates human EPAC2 exchange factor. EPAC2 activation, biochemical qHTS; response scale: 100% = 6.5 mM cAMP response. Potency, µM (top dose mostly 154 µM), for inactives: at the highest dose activation, most hits filed as activators. 360,000 tested, 0.079% active. Q8WZA2; also: potency is read from the fitted curve at half-maximal effect; nearly all actives have a fitted effect of over 50% in size
Target sequence (Q8WZA2 whole entry, looked up): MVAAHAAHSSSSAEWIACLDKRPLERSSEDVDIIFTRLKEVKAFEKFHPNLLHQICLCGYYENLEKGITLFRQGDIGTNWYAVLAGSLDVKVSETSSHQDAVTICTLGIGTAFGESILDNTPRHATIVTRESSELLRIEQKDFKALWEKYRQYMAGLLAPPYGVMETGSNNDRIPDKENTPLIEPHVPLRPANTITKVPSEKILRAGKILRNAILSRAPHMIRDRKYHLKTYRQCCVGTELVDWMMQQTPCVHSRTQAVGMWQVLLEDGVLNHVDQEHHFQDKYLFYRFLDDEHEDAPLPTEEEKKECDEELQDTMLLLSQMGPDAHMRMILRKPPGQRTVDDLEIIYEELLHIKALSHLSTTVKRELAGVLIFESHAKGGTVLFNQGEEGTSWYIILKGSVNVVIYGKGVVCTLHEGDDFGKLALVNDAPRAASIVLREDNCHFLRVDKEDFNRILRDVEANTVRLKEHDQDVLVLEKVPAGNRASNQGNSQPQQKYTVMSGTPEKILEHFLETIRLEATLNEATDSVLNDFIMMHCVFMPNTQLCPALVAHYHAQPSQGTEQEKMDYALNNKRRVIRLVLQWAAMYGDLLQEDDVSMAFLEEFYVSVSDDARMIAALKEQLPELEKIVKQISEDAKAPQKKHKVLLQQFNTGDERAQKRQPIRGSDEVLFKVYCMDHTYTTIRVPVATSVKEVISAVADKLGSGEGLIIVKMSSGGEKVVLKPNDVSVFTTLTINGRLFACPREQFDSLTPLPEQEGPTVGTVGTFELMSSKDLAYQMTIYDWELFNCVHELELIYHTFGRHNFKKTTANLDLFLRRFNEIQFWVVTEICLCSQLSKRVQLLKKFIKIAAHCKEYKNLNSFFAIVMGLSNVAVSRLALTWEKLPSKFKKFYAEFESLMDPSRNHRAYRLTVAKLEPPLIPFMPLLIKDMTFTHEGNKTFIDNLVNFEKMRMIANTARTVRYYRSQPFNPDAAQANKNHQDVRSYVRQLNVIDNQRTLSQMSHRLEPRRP
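Readout is BODIPY fluorescence (480 nm excitation, 540 nm emission), which falls as labeled GDP is exchanged off Rap1B. EPAC2 at 100 nM acted on 250 nM RAP1B-BODIPY-GDP with 50 uM GDP present.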
TGFb SMAD3 inh – blocks TGF-b signaling. HepG2 CAGA-GFP TGF-b/SMAD3 reporter, GFP fluorescence, 18 h; TGF-beta stimulated, 500 pg/mL final. Potency, µM (top dose mostly 46.1 µM), without a hit: at the highest dose activity, negative = inhibition, actives largely listed as inhibitors. 410,000 tested, 1.2% active; also: potency is read from the fitted curve at half-maximal effect; % is scaled to controls: 0 for no effect and ±100 for the full control effect; nearly all actives have a fitted effect of over 65% in size
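HEPG2 CAGA-GFP reporter cells (1000/well, DMEM with 1% FBS) received compounds, then recombinant TGF-beta at 500 pg/mL final for 18 hours at 37 degrees C. Per-cell GFP summed per well was normalised to unstimulated and stimulated DMSO controls before curve fitting.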
S2 tox – viability counter-screen for ATXN expression inhibitors; S2 cells (HEK-293 line with an ATXN2-luciferase reporter) viability, CellTiter-Fluor protease fluorescence, 24 h; Potency, µM (series often up to 56.7 µM), usual class: cytotoxic; 400,000 tested, 0.49% active; AID 651635; also: potency is read from the fitted curve at half-maximal effect; nearly all actives have a fitted effect of over 40% in size
Nrf2 inh – inhibitors of Nrf2 signaling. A549 ARE-Fluc reporter, luciferase luminescence, 18-24 h. Potency, µM (highest dose often 46 µM), inactives show top-dose activity change, negative = inhibition, actives largely listed as inhibitors. 360,000 tested, 2.1% active. AID 504444; also: potency is read from the fitted curve at half-maximal effect; % is scaled to controls: 0 for no effect and ±100 for the full control effect; nearly all actives have a fitted effect of over 60% in size
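A549 ARE_Fluc cells, 5000/well, 5% FBS OPTI-MEM; compounds in dose-response, 18-24 h at 37 °C/5% CO2; CellTiter-Fluor viability read (Ex 405/Em 525), then BugLite luciferase luminescence = Nrf2 activity.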
ATXN2 expr inh – reduces ATXN2 reporter expression in HEK-293 cells. HEK-293 ATXN2-luciferase reporter, luminescence, 24 h. Potency, µM (top dose mostly 57 µM), inactives show at the highest dose activity change, negative = inhibition, usual class: inhibitors. 360,000 tested, 0.72% active. AID 1745845; also: potency is read from the fitted curve at half-maximal effect; % is scaled to controls: 0 for no effect and ±100 for the full control effect; nearly all actives have a fitted effect of over 55% in size
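qHTS (up to 57 uM final) was run with 24 h compound exposure of reporter cells at 37 °C. Each well was multiplexed: SteadyGlo luminescence measured ATXN2-luciferase expression after a fluorogenic Gly-Phe-AFC viability readout (25 uM final).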
HepG2 tox – HepG2 cytotoxicity, counter-screen for TGF-b inhibitors; HepG2 CAGA-GFP viability, ATP luminescence, 18 h; Potency, µM (highest dose often 46.1 µM), for inactives: at the highest dose activity change, negative = cytotoxicity, actives largely listed as cytotoxic; 410,000 tested, 0.76% active; also: potency is read from the fitted curve at half-maximal effect; some results filed as inactive show a strong effect at the top dose
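CellTiter-Glo luminescence gave cytotoxicity after 18 hours at 37 degrees C. The cells were HepG2 CAGA-GFP in 1% FBS DMEM, stimulated with 500 pg/mL TGF-beta after compound addition. %Activity was normalised to no-cell wells (complete cell-killing) and DMSO (no toxicity), and curves were fitted and classified.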
An asterisk follows results filed as active; i = inactive; ? = inconclusive; nt = no result given; [ ] = remark or other dose. Unless noted, calls follow the shape of the dose curve; as a rule, active = well fitted curve in the direction sought with a large enough effect; inconclusive = small, poorly fitted or top-dose-only effect, or another doubt; inactive = no such curve, though single readings can be large; an effect the other way counts as inactive or inconclusive.

SMILES | IL2 activator | A549 tox | Nrf2 ARE act | EPAC2 agonist | TGFb SMAD3 inh | S2 tox | Nrf2 inh | ATXN2 expr inh | HepG2 tox
CCOc1ccc(S(=O)(=O)Nc2ccc3c(c2)OCO3)c2cccnc12 | -4.2 | -11% | 3.8% | 3% | 2% | i | 1% | 8% | -16%
COc1ccc(-c2cc(C(F)F)n3ncc(C(=O)N4CCc5ccccc5C4)c3n2)cc1 | -2.1 | -10% | 7.0% | 2% | ? | i | 23% | ? | -2%
CCCc1[nH]nc2c1C(c1ccc(OC)c(CSC3=NCCS3)c1)C(C#N)=C(N)O2 (stereo not given) | -1.4 | 12% | 3.5% | 0% | ? | i | 10% | -11% | -27%
O=[N+]([O-])c1ccc(-c2nc(Nc3cccc(O)c3)c3ccccc3n2)cc1 | -0.5 | -5% | -3.3% | 13% | ? | nt | -4% | nt | -124%
Cc1ccccc1C(=O)NNC(=O)C(C)N1C(=O)c2ccccc2C1=O (stereo not given) | 2.1 | -1% | -0.6% | 3% | 2% | i | 11% | 1% | 9%
Cn1c(=O)c2cc(S(=O)(=O)NC(Cc3ccccc3)C(=O)NCc3ccco3)ccc2n(C)c1=O (stereo not given) | -2.0 | 0% | -1.3% | 4% | -6% | i | 3% | -2% | 4%
O=C(COc1ccc2ccc(=O)oc2c1)N1CC[C@@]2(O)CCCC[C@H]2C1 | -0.4 | 0% | 0.9% | 6% | -10% | i | -6% | 2% | -5%
CC(C)CCN(C)C1CCN(C(=O)Nc2c(F)cccc2F)CC1 | 1.2 | 2% | 0.5% | 4% | 3% | i | -4% | 4% | -9%
CC(=O)N1CCN(S(=O)(=O)c2ccc(C)cc2)C1C(C)C (stereo not given) | -0.4 | -8% | -0.2% | -3% | 0% | i | -9% | 9% | 4%
OC(CNCCNc1ncccc1C(F)(F)F)Cn1ccc2ccccc21 (stereo not given) | 0.3 | -2% | -0.4% | 0% | ? | i | 10% | nt | 16µM*
CC1CCCC=CC2CC(OC(=O)CN(C)C)CC2C(O)C=CC(=O)O1 (stereo not given) | -0.6 | ? | -0.9% | -2% | ? | ? | 0.21µM* | ? | -34%
CC(=O)[C@@]1(O)CCC2C3C=CC4=CC(=O)CC[C@]4(C)C3CC[C@@]21C (stereo not given in full) | -0.7 | -4% | 0.0% | -3% | 2% | ? | -17% | nt | -5%
c1ccc(C2=Nn3c(nnc3-c3cccs3)SC2)cc1 | -0.2 | -1% | ? | 12% | 0% | i | -9% | -7% | -37%
O=C(NC1CCCC1)C1c2ccccc2C(=O)N1C1CCCCC1 (stereo not given) | -0.6 | -9% | -0.9% | 1% | 12% | i | 12% | 4% | -3%
COc1ccc(N2CCN(c3nc4ccc(C(=O)c5ccccc5)cc4n4cnnc34)CC2)cc1 | nt | 3% | 0.5% | nt | -24% | nt | -24% | nt | 1%

Filtered by structure, those above with two or more sulfur atoms (2)
SMILES | IL2 activator | A549 tox | Nrf2 ARE act | EPAC2 agonist | TGFb SMAD3 inh | S2 tox | Nrf2 inh | ATXN2 expr inh | HepG2 tox
CCCc1[nH]nc2c1C(c1ccc(OC)c(CSC3=NCCS3)c1)C(C#N)=C(N)O2 (stereo not given) | -1.4 | 12% | 3.5% | 0% | ? | i | 10% | -11% | -27%
c1ccc(C2=Nn3c(nnc3-c3cccs3)SC2)cc1 | -0.2 | -1% | ? | 12% | 0% | i | -9% | -7% | -37%

Remaining list, next part
SMILES | IL2 activator | A549 tox | Nrf2 ARE act | EPAC2 agonist | TGFb SMAD3 inh | S2 tox | Nrf2 inh | ATXN2 expr inh | HepG2 tox
O=C(C1=C(O)C(=O)N(Cc2ccccc2)C1c1ccncc1)c1ccco1 (stereo not given) | 0.0 | -15% | -0.2% | 3% | -6% | i | 5% | -4% | -3%
COc1ccc(NC(=O)CCS(=O)(=O)c2ccc(Br)s2)cc1 | -0.6 | -1% | 0.1% | 0% | 2% | i | -24% | 0% | 6%
COc1ccc(CNC(=O)c2c(-c3c(F)cccc3Cl)noc2C)cc1 | -1.7 | 0% | -0.4% | 11% | 0% | i | -9% | -7% | -19%
CC(C)(C)NC(=O)c1cccc(NC(=O)c2ccco2)c1 | 0.7 | 8% | 3.4% | 11% | 21% | i | nt | 7% | 14%
NC(=O)C1CCN(Cc2nc3cc(C(F)(F)F)ccc3c(=O)[nH]2)CC1 | -0.3 | ? | -0.4% | 1% | -4% | i | -12% | nt | 0%
O=S(=O)(c1ccc(Br)s1)N1CCC(Cc2ccccc2)CC1 | -1.4 | -3% | -0.6% | -3% | -6% | i | ? | -10% | -13%
COC(=O)[C@]12CCCCC=C1N(Cc1ccc(Cl)cc1Cl)C(=O)[C@H](CC(=O)NCc1ccccc1)C2 | 0.6 | nt | 4.9% | 12% | nt | ? | nt | -37% | nt
C/C(=N/NC(=O)c1ccoc1C)c1ccc(NC(=O)c2ccncc2)cc1 | -0.6 | -3% | 2.7% | -3% | -8% | i | ? | 37%[activator] | -9%
CCOc1ccc(NS(=O)(=O)c2ccc(C(=O)N(C)CC(=O)Nc3ccccc3Br)cc2)cc1 | 0.0 | -1% | -0.1% | 0% | -17% | i | ? | 10% | -3%
Cc1nc(SCC(=O)N2c3ccccc3NC(=O)CC2C)c2c(C)c(C)sc2n1 (stereo not given) | 0.5 | -14% | 0.0% | 4% | -21% | i | ? | -2% | -15%
COc1ccc(N(CC(=O)NCc2ccc(C)cc2)S(=O)(=O)c2ccccc2[N+](=O)[O-])c(OC)c1 | 0.7 | -5% | 6.8% | 17% | -4% | i | -16% | 2% | -11%
CC(C)NC(=O)C(Cc1ccccc1)N1C(=O)c2ccccc2C1=O (stereo not given) | 1.5 | 1% | 0.0% | 10% | 4% | i | 6% | 5% | -52%
O=C(COC(=O)c1cnccn1)c1ccc2ccccc2c1 | -0.1 | -7% | 0.2% | 0% | 14% | i | 8% | 7% | -6%
Cc1ccccc1-n1c(C)nnc1SCC(=O)NC1CCCc2ccccc21 (stereo not given) | 0.2 | 7% | 0.3% | 2% | -6% | i | -1% | 20% | -21%
N#Cc1ccc(OCC(=O)Nc2nc(-c3ccccn3)cs2)cc1 | -0.8 | nt | 3.4% | 6% | ? | ? | nt | nt | -20%
N/C(=N\OC(=O)N1c2ccccc2Sc2ccccc21)c1ccc(Br)cc1 | -2.1 | -2% | 3.6% | 13% | ? | i | -16% | -25% | -8%
O=C(CCSc1ccccc1)Nc1ccc(S(=O)(=O)N2CCOCC2)cc1 | 0.1 | 1% | -0.9% | 8% | -1% | i | 0% | -17% | -19%
O=C1c2ccccc2C(=O)N1c1nc(-c2cccs2)cs1 | 1.0 | 2% | 0.6% | 10% | 4% | i | nt | -15% | -29%
O=C(C1CCN(c2ccc(N3CCOCC3)nn2)CC1)N1CCc2ccccc2C1 | -2.6 | 14% | 0.3% | 6% | -30% | i | 2% | 2% | -23%
Cc1c(NS(=O)(=O)c2cc(C(=O)NCc3ccco3)cc(Cl)c2Cl)c(=O)n(-c2ccccc2)n1C | -1.4 | -1% | 2.5% | 6% | 5% | i | -13% | 1% | -1%
COc1ccc(-c2nc(CSCC(=O)NCCCN3CCCC3=O)c(C)o2)cc1 | -1.0 | -4% | -0.9% | -2% | 0% | i | -8% | -13% | -2%
Fc1cccc(NC(=S)Nc2cccc3ccccc23)c1 | -0.5 | -5% | 3.5% | 0% | 0% | i | -27% | 17% | -6%
COc1ccc(S(=O)(=O)N(C)C[C@H]2OCCCC[C@H](C)Oc3ccc(NC(=O)Nc4ccc(F)cc4)cc3C(=O)N([C@H](C)CO)C[C@H]2C)cc1 | -1.2 | nt | -0.4% | 8% | -1% | i | nt | 11% | -14%
CN1CCN(c2cc3c(cc2F)c(=O)c(C(=O)O)cn3CCF)CC1 | 0.9 | 5% | -0.1% | 2% | 3% | i | 8% | nt | 2%
O=C(O)c1ccccc1C=NN=C1c2ccccc2-c2ccccc21 | -3.1 | -10% | 16% | 9% | -6% | i | 14% | 19% | 1%
CCOc1cc(C(=O)NC)cc(Br)c1OCc1ccccc1 | 1.2 | 1% | 0.2% | 2% | -17% | i | ? | -21% | -42%
CCn1nc(C)c(CN2CCC(n3nccc3NC(=O)CCCc3ccccc3)CC2)c1C | -1.3 | 5% | -0.5% | -2% | -19% | i | 10% | -6% | -15%
Cc1ccc(CNC(=O)CSc2ccc(-c3ccccn3)nn2)cc1 | 0.3 | 1% | 1.0% | 11% | 6% | i | -14% | -3% | -40%
O=C1N(Cc2cccc(Cl)c2)C[C@@H]2C[C@@H](c3cccn3-c3cccnc3)N3CCC[C@@]123 | 4.2 | -13% | 0.5% | 6% | 16µM* | ? | 21µM* | ? | -42%
NC(=O)COC(=O)/C=C/c1cccc(Br)c1 | 0.0 | 2% | 1.9% | 8% | 9% | i | 2% | -11% | 5%
CN1CCN(C(=O)Cn2ncc3c([nH]c4ccccc43)c2=O)CC1 | -0.2 | 7% | 0.0% | 10% | -5% | i | -7% | nt | -5%
COc1ccccc1-n1c(C)c2c(OC)cccc(=O)c2c1C | 1.5 | -21% | 0.3% | -1% | 0% | i | -3% | 2% | -41%
CC(C)(C)c1cc(S(=O)(=O)CCc2ccncc2)cc(C(C)(C)C)c1F | -0.9 | 6% | 0.3% | -1% | 0% | i | 20% | -15% | 5%
O=C(Cn1cnc2c(nc3n2CCCCC3)c1=O)Nc1ccc(F)cc1 | nt | -5% | -0.3% | nt | 3% | i | 24% | 8% | 5%

Not a hit list; any-hit rate near 4.3%.
